CatB mixtures: inhibitors of human cathepsin B in compound mixtures; inhibition, %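 (ten-compound pools at 5 µM per compound and 50 µM total)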; Purified cathepsin B, AMC dipeptide fluorescence; P07858; AID 488; 62,000 compounds, 0.06% hits; in the data active = inhibition above about 22%, passing the limit was not always enough;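 also: 0% = enzyme without compound and 100% = no enzyme blank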
CatB block: human cathepsin B inhibition. purified cathepsin B, fluorogenic substrate, fluorescence. inhibition, %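 (tested at 10 µM)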. 63,000 compounds, 0.1% hits. AID 453. P07858; in the data active = inhibition above about 21%;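 also: 0% = enzyme with no compound and 100% = no enzyme blank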
FXIa mix inh: inhibitors of human coagulation factor XIa, pooled mixtures. P03951. purified FXIa, fluorogenic substrate. inhibition, % at 5 µM. 62,000 compounds, 0.19% hits. AID 680;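 also: each value is inhibition by a whole ten-compound pool holding the compound; 0% = enzyme with no mixture and 100% = wells lacking enzyme; strong numbers were not always called active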
Target sequence (P03951 19-387 limits assumed): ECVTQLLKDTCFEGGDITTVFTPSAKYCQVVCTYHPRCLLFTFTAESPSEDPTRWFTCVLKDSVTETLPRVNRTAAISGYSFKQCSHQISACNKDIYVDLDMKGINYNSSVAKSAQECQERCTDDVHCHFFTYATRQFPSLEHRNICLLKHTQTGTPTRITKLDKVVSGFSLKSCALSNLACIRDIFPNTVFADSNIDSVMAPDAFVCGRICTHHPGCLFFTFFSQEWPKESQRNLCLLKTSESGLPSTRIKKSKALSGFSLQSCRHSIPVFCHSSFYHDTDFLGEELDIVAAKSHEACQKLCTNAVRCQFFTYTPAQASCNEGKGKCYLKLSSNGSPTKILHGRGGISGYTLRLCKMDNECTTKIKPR
Target sequence (P03951 388-625 limits assumed): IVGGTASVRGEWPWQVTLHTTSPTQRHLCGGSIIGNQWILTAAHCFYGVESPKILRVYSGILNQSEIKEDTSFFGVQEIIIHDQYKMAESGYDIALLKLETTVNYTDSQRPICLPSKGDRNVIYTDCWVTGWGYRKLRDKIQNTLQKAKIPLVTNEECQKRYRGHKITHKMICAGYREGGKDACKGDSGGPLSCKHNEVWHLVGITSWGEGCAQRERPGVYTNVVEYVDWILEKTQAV
CatL inh: inhibitors of human cathepsin L; P07711; purified cathepsin L, fluorogenic substrate, fluorescence; inhibition, %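 (tested at 10 µM)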; 58,000 compounds, 0.17% hits; in the data active = inhibition above about 45%;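 also: 0% = enzyme with no compound and 100% = no enzyme blank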
Target sequence (P07711 114-288 limits assumed): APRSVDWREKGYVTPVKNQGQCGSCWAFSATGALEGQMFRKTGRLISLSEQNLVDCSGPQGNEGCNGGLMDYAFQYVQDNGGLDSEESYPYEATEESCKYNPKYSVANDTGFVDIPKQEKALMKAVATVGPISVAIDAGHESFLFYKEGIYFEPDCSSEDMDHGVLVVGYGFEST
Target sequence (P07711 292-333 limits assumed): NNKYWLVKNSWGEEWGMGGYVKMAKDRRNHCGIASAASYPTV
AP ELISA ortho: alternative pathway complement inhibition, orthogonal assay | AID 1235 | Human serum alternative complement pathway, LPS-coated ELISA, C3 deposition; tested in compound mixtures | 62,000 compounds, 0.08% hits | inhibition, % at 5 µM;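 active = inhibition above 30% in each of the two pooled mixtures holding the compound, so the lower value exceeds 30%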;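 also: 0% = serum in Mg-EGTA without compound and 100% = EDTA serum blank; some compounds past the cut are filed as inactive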
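Test system: human serum complement alternative pathway, C3 deposition onto LPS / Medium: Mg2+-EGTA GVB++ buffer containing human serum at 1:15 dilution / Probe or stimulus: Plate-bound LPS / Times: 1 h at 37 °C / Signal: ELISA with HRP anti-human C3 antibody, TMB substrate, absorbance 450 nm / Measure: percent inhibition / Repeats: two pool placements per compound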
FXIIa inh mix: inhibitors of human coagulation factor XIIa, pooled mixtures. inhibition, % at 5 µM. 62,000 compounds, 0.2% hits. P00748. purified FXIIa, fluorogenic substrate;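 also: 0% = enzyme without compound and 100% = no enzyme blank; some results filed as inactive read as strong as hits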
C1s inh: blocks human complement C1s protease activity. P09871. purified C1s, fluorogenic AMC substrate, pooled mixtures. mean inhibition % of two 10-compound mixtures (hits give high values), % at 5 µM (by protocol). 62,000 compounds, 0.16% hits. AID 538;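 active = inhibition above 20% in each of the two 10-compound mixture wells holding the compound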;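 also: 0% = enzyme wells lacking compound mixture and 100% = no-enzyme blank wells; some compounds called inactive have numbers as strong as hits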
CatG inh: cathepsin G (human) inhibition. purified enzyme, AMC-tetrapeptide fluorescence, pooled mixtures. inhibition, % at 5 µM (by protocol). 62,000 compounds, 0.2% hits. AID 581;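 active = inhibition above 20% in each of the two mixture wells holding the compound; inactive = inhibition of 20% or less in either well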;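 also: 0% = enzyme control without mixture and 100% = blank lacking enzyme; strong numbers were not always called active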
CatS block: human cathepsin S inhibition; inhibition, %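 (tested at 5 µM per compound within 10-compound mixtures)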; recombinant cathepsin S, AMC dipeptide fluorescence, pooled mixtures; P25774; 62,000 compounds, 0.06% hits; in the data active = inhibition above about 32%, passing the limit was not always enough;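 also: 0% = enzyme without compound and 100% = blank without enzyme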
Target sequence (P25774 115-331 limits assumed): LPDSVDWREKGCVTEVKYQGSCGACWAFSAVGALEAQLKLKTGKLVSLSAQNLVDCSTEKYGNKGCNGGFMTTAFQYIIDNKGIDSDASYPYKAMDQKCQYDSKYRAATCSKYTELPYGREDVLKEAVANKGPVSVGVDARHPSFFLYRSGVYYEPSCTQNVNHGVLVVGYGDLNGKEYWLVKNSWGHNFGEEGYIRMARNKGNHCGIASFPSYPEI
* = called active by the depositor; / = not tested or not shown. Rule as the data show it, unless noted: active = inhibition above about 20% (passing the limit was not always enough); inactive = the rest. The list is partial; count on the stated rates, not on these rows.

SMILES	CatB mixtures	CatB block	FXIa mix inh	CatL inh	AP ELISA ortho	FXIIa inh mix	C1s inh	CatG inh	CatS block
O=C(CCc1nc2ccccc2[nH]c1=O)OCC(=O)N1CCc2ccccc21	0.8	3.7	13.0	-3.6	10.0	1.4	-9.4	-0.7	0.9
Cc1c(-c2nc(N)nc(Nc3ccccc3)n2)oc2ccccc12	-1.0	0.6	2.1	8.8	-0.5	3.2	4.2	-1.7	-4.4
O=C(Nc1ccc(S(=O)(=O)C(F)F)cc1)c1cccc(S(=O)(=O)N2CCOCC2)c1	0.5	0.2	0.1	-3.9	14.2	6.0	-8.4	5.0	-1.1
CCCCSc1nc(C)c(CC(=O)O)c(=O)[nH]1	6.4	2.3	-2.9	14.7	-9.5	-4.2	-28.3	-8.0	22.6
CCCn1c(=O)c(C(=O)Nc2ccccc2C(=O)OC)c(O)c2ccccc21	-6.9	2.2	-2.5	8.9	1.5	8.4	-13.1	6.3	6.9
CN1CCN(c2ccc(Cl)cc2NC(=O)c2cccc(S(=O)(=O)N(C)C)c2)CC1	3.7	1.5	4.5	-9.4	17.5	4.0	15.1	7.0	1.2
Cn1c(COc2ccccc2)nnc1SCCN1CCOCC1	1.1	-5.5	-0.2	9.7	9.1	-19.5	-29.4	-2.5	2.3
CCOC(=O)c1sc2nc(N3CCCC3)c3c(c2c1N)CC(C)(C)OC3	0.6	-1.4	2.8	-10.1	0.6	9.8	-6.2	1.2	3.0
Cc1ccc(NC2=CC(=O)CC(c3ccco3)C2)c(N)c1 (centres undefined)	0.4	0.0	-0.6	8.8	12.1	4.2	-13.3	6.6	-1.9
COc1ccc(NCc2n[nH]nc2-c2ccccc2)cc1Cl	5.0	-2.0	5.9	15.4	11.5	8.0	8.7	7.3	1.9
CC(C)=CC(=O)Nc1ccccc1C(N)=O	6.1	2.5	8.2	-4.3	8.4	5.3	17.2	13.1	-2.6
CCOC(=O)N(C)OC(=O)Nc1ccc(Cl)c(Cl)c1	-0.3	-1.5	2.1	20.7	1.9	0.7	5.3	10.3	7.4
COc1ccc(CCNC(=O)CS(=O)Cc2nc(-c3cccs3)oc2C)cc1OC (centres undefined)	-3.2	-5.1	9.6	-6.7	1.0	7.9	-17.6	-3.0	-2.1
c1ccc(-c2ccccc2-c2nc(-c3cccnc3)no2)cc1	4.3	5.0	5.6	-6.3	18.5	-17.8	15.8	12.8	-4.4
O=CN1CCC(=O)N(Cc2ccccc2)c2ccccc21	-0.3	2.2	5.7	3.7	7.4	6.1	12.6	7.8	-11.1
O=c1oc2ccccc2n1Cc1ccccc1Cl	-2.0	-4.3	6.8	/	9.9	0.0	-7.9	0.5	7.4
O=C1c2oc3ccccc3c(=O)c2C(c2cccnc2)N1CCCN1CCOCC1 (centres undefined)	-3.0	3.8	9.9	2.0	-1.7	10.5	-5.5	0.2	10.2
COc1ccc(CC(NC(C)=O)C(=O)N2CCN(C(=O)Nc3ccc(Cl)cc3)CC2)cc1OC (centres undefined)	0.0	6.2	-2.4	17.2	2.6	15.3	-19.6	0.2	-2.4
CCOC(=O)N1CCC(NC(=O)CN2C(=O)COc3ccc(C(C)(C)C)cc32)CC1	-9.1	4.6	-20.6	13.4	3.5	8.9	-181.8	-13.3	-10.2
CCC(C)[C@H](NC(=O)NCC1CCCO1)C(=O)OC (some centres undefined)	-1.6	0.4	8.0	13.1	7.9	2.8	-3.7	7.0	-6.7
Cc1cccc(N(C(=O)CCC(=O)Nc2ccccn2)C(C(=O)NC(C)C)c2ccc(O)cc2)c1 (centres undefined)	-2.5	4.3	-11.6	12.1	0.2	-1.0	-43.0	3.0	3.3
CC(C)COC(=O)c1nnsc1NC(=O)Nc1ccccc1	1.0	2.2	6.7	/	10.2	7.8	-0.1	-1.3	-2.8
O=C(c1ccc(-n2cnnn2)cc1)N1CCN(C(c2ccccc2)c2ccccc2)CC1	1.7	6.9	4.5	16.2	-0.5	1.8	9.0	13.6	4.5
Cn1c(=O)c2ncn(CC(=O)NCCOc3ccccc3)c2n(C)c1=O	-4.5	-3.8	6.2	-6.9	13.7	-3.8	3.0	2.8	-8.0
COc1ccc(-c2nc(C#N)c(NCc3ccccc3Cl)o2)cc1	0.7	-1.4	9.6	-1.4	9.0	2.9	-9.8	1.0	-1.3

More structures follow.
SMILES	CatB mixtures	CatB block	FXIa mix inh	CatL inh	AP ELISA ortho	FXIIa inh mix	C1s inh	CatG inh	CatS block
COC(=O)CSc1nsc(SCC(=O)OC)n1	7.0	-3.8	13.9	19.2	6.3	12.7	-29.5	-1.6	5.1
Cc1c(NC(=O)c2cnn3cccnc23)c(=O)n(-c2ccccc2)n1C	5.7	-3.1	9.4	2.8	14.5	-20.4	-1.0	-0.1	5.4
C=CCN(C(=O)CNS(=O)(=O)c1ccccc1)C(C(=O)NCCOC)c1ccncc1 (centres undefined)	3.7	2.6	2.9	-4.9	-9.4	4.3	1.6	0.4	-1.0
COc1ccc(OC)c(-n2cc3c(=O)n(C)c(=O)n(C)c3c2)c1	-0.8	1.4	5.9	8.3	11.0	-4.3	11.6	8.3	-5.2
CCOc1ccccc1NC(=O)CCC(=O)O	10.4	0.8	1.4	-0.1	17.2	2.6	39.9	15.3	-4.5
O=C(CCn1c(=O)[nH]c2ccccc2c1=O)N1CCN(c2cccc(C(F)(F)F)c2)CC1	0.3	3.5	-5.7	14.1	20.4	3.4	-82.7	-2.1	-5.2
COc1ccc(CNc2nc3c(c(=O)n(Cc4ccc(F)cc4)c(=O)n3C)n2C)cc1	5.2	5.6	6.6	11.3	3.2	10.5	1.5	8.3	15.0
COc1ccc(CNC(=O)c2cc3c(=O)n4ccccc4nc3n(Cc3cccnc3)c2=N)cc1	-0.2	0.6	6.1	11.8	1.6	5.1	-11.3	1.5	15.3
Cc1cc(NC(=O)Cn2nc(C(F)(F)F)c3c2CCC3)no1	-1.2	5.1	4.8	/	0.2	12.0	11.9	6.8	-14.0
O=C(CN1CCN(c2ccccn2)CC1)Nc1ccc(Oc2ccccc2)cc1	-0.9	-0.3	3.0	14.6	15.2	10.4	-15.1	1.8	13.4
CC1(C)CC(=O)C(CCC(=O)c2ccccc2)C(C)(C)N1 (centres undefined)	2.8	5.4	2.4	14.2	-7.9	-14.9	-45.8	-10.3	9.2
COC(=O)C1=C(N)Oc2cc(C)n(CCCn3ccnc3)c(=O)c2C1c1ccc(Cl)cc1 (centres undefined)	-2.1	1.1	-0.1	-2.6	20.1	14.6	-12.2	-3.1	10.7
CC(=O)Nc1cccc2c1[n+]([O-])c(C)c(C)[n+]2[O-]	-0.9	3.5	-0.6	-3.9	-18.9	-10.2	-6.1	-9.5	-2.2
CCc1nnc(NC(=O)c2ccc(COc3ccccc3)o2)s1	1.9	3.0	5.3	-2.0	4.5	-16.3	-0.3	-3.5	0.7
COc1ccc(C)cc1S(=O)(=O)N1CCCC(C(=O)NCC2CCCO2)C1 (centres undefined)	7.3	4.9	11.4	3.8	1.9	1.8	18.4	9.2	15.1
CCS(=O)(=O)c1ccc(S(=O)(=O)CC)s1	3.9	3.0	13.6	11.6	11.2	7.2	10.1	6.7	-3.1
CC(=O)c1cccc(NC(=O)N2CCCC2C(=O)NCc2ccc(F)cc2)c1 (centres undefined)	3.7	2.5	1.1	5.2	-3.9	-14.0	13.1	10.9	1.8
CCc1nc2ccccc2c(=O)n1CCCCn1c(CC)nc2ccccc2c1=O	5.8	1.4	2.4	-5.3	11.6	7.2	13.6	8.7	45.5
Cc1cccc(N2CCN(C(=O)c3cc4c(=O)[nH]c5ccccc5c4n3C)CC2)c1C	2.0	-1.1	9.0	8.5	9.0	9.6	11.1	12.5	16.8
S=c1[nH]nc(-c2ccc(Br)cc2)n1Cc1ccco1	-5.0	4.0	-1.6	10.8	5.0	-0.7	-9.7	6.6	0.9
Cc1cc(C)cc(NC(=O)c2nnn(Cc3cc(C)ccc3C)c2N)c1	4.1	-0.5	5.9	0.2	12.4	-0.7	15.6	10.0	1.2
CCNCc1cc2cc(C)ccc2[nH]c1=O	2.5	2.7	8.5	-32.6	-0.9	11.0	10.7	6.1	9.9
Cc1[nH]c2ccc(F)cc2c(=O)c1SC(F)(F)C(F)C(F)(F)F (centres undefined)	4.7	-3.4	5.3	24.6	-15.0	6.1	-42.4	7.1	38.0
O=C(Nc1ccc(NC(=O)C2CC2)nc1)c1ccncc1	6.4	-2.6	39.3	1.3	-3.4	2.9	24.7	9.8	5.1
COc1ccc(OC)c(CN2CCN(C(=O)c3cccs3)CC2)c1	-7.8	-0.4	-13.9	6.9	-7.6	1.0	-90.9	1.6	1.6

Complete entries from above. Order of values: CatB mixtures | CatB block | FXIa mix inh | CatL inh | AP ELISA ortho | FXIIa inh mix | C1s inh | CatG inh | CatS block
CC(=O)Nc1cccc2c1[n+]([O-])c(C)c(C)[n+]2[O-] in the list: -0.9 | 3.5 | -0.6 | -3.9 | -18.9 | -10.2 | -6.1 | -9.5 | -2.2
COc1ccc(CNC(=O)c2cc3c(=O)n4ccccc4nc3n(Cc3cccnc3)c2=N)cc1 in the list: -0.2 | 0.6 | 6.1 | 11.8 | 1.6 | 5.1 | -11.3 | 1.5 | 15.3

Further records follow.
SMILES	CatB mixtures	CatB block	FXIa mix inh	CatL inh	AP ELISA ortho	FXIIa inh mix	C1s inh	CatG inh	CatS block
CC(=O)N(C)c1ccc(OCC(O)COc2ccc(N(C)C(C)=O)cc2)cc1	-0.3	4.4	-0.2	10.4	-0.8	10.1	-19.0	-7.1	2.4
CCOc1ccc(N(CC(=O)NC2CCCC2)S(=O)(=O)c2c(C)[nH]c(=O)[nH]c2=O)cc1	-6.6	-1.0	-0.8	1.8	7.5	0.5	4.3	8.0	-4.8
CC1CCN(C(=O)C2Cc3ccccc3CN2S(=O)(=O)c2ccc(F)cc2)CC1 (centres undefined)	5.9	1.8	10.8	7.0	3.7	-1.8	9.0	10.5	12.3
Cc1nnc(SCC(=O)N(C)Cc2ccccc2)[nH]c1=O	-6.5	-0.8	-2.5	7.0	17.5	2.9	-5.6	5.6	-5.7
CC1CCCN(C/C(O)=C(\C#N)c2nc3ccccc3[nH]2)C1 (centres undefined)	-7.8	-2.5	4.0	-0.9	16.3	4.2	-8.8	-4.6	-9.1
COc1ccc(N(C(=O)C(C)C)S(=O)(=O)c2ccc3c(c2)n(C)c(=O)n3C)cc1	-0.6	1.8	1.9	6.2	-12.9	7.5	-6.9	-9.6	-3.4
COc1ccc(-c2nc(CSCC(=O)N3CCc4ccccc4C3)c(C)o2)cc1OC	6.8	6.4	2.6	7.6	15.1	3.2	16.2	15.8	-12.5
Cc1cc(NC(=O)COC(=O)c2n[nH]c3ccccc23)no1	3.5	6.3	-1.9	7.8	14.6	2.9	11.8	11.2	-0.6
Cc1cc(C(F)(F)F)nc(Nc2nc(C)c3ccccc3n2)n1	3.7	4.9	10.4	-7.0	18.2	6.0	9.1	9.8	-7.0
CCCc1[nH]nc2c1C(c1ccc(OC(=O)N3CCOCC3)cc1)C(C#N)=C(N)O2 (centres undefined)	-0.7	-0.1	-0.8	-8.0	-3.3	-16.9	-27.9	-12.6	-2.5
Cc1cccc(C(=O)N2CCC(n3nnc4cc(F)ccc43)CC2)c1	9.9	-0.5	7.1	3.5	4.2	-0.2	5.7	2.2	17.0
CCN=C1SC(CC(=O)Nc2ccc(N3CCOCC3)cc2)C(=O)N1CC (centres undefined)	0.4	4.0	8.4	1.4	8.8	9.2	16.0	4.6	0.7
COc1ccc(OCc2nnc(SC3CCOC3=O)n2-c2ccccc2)cc1 (centres undefined)	4.1	2.7	21.3	24.2	12.7	10.0	-21.9	7.0	8.8
Cc1ccc(N(CC(=O)NCc2ccco2)C(=O)CCC(=O)Nc2ccccn2)cc1C	-2.9	1.2	-20.4	-6.1	26.7	4.1	-57.8	-7.5	-16.0

From PubChem BioAssay
